PAD4 FP inh: blocks human protein arginine deiminase 4. Q9UM07. recombinant PAD4, RCA probe fluorescence polarization. inhibition, % at 6.36 µM. 330,000 tested, 0.41% active;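 active = percent inhibition above a cutoff equal to the mean of all tested compounds plus 3 SD, cut at about 15% in these data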;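 note: 0% = PAD4 with RCA probe and DMSO and 100% = probe without PAD4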
LYPLA2 inh: blocks human lysophospholipase 2, a PME1 counter-screen; recombinant LYPLA2, FP-Rh probe fluorescence polarization; 320,000 tested, 0.38% active; inhibition, % at 5.9 µM; AID 2177;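 active = inhibition above the screen-wide mean plus 3 SD, limit set per campaign, cut at about 26% in these data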;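 note: 0% = LYPLA2 with DMSO and 100% = wells lacking LYPLA2 enzyme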
Target sequence (O95372 whole entry, looked up): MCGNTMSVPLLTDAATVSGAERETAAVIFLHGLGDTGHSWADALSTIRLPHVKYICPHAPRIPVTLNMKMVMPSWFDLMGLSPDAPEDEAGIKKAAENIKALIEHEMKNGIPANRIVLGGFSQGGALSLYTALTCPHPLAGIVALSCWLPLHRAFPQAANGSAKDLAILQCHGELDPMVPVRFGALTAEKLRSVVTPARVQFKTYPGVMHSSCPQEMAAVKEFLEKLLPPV
PREPL inh: inhibits the human prolyl oligopeptidase-like enzyme; 320,000 tested, 0.68% active; recombinant PREPL, fluorescence polarization activity-based probe; AID 2751; inhibition, % at 5.96 µM; in the data active = inhibition above about 43%;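 note: 0% = enzyme with DMSO and 100% = wells lacking enzyme; many of its hits are not listed in these tables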
PAFAH2 inh: PAFAH2 (human) inhibition. recombinant PAFAH2, FP-rhodamine activity probe, fluorescence polarization. Q99487. inhibition, % at 3.39 µM. 340,000 tested, 0.99% active;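 active = inhibition above the mean over all tested compounds plus 3 SD, cut at about 30% in these data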;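 note: inhibitors block probe labeling of enzyme so polarization drops; 0% = enzyme with DMSO and 100% = wells lacking PAFAH2 protein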
GSTO1 counter: counter-screen for RBBP9 inhibitors: inhibitors of human GSTO1; P78417; recombinant GSTO1, activity-based probe fluorescence polarization; inhibition, % at 5.96 µM; 300,000 tested, 1.1% active; AID 1974;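 active = inhibition above the campaign mean inhibition plus 3 SD, cut at about 35% in these data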;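 note: 0% = GSTO1-1 with DMSO and 100% = wells lacking GSTO1-1 enzyme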
Target sequence (P78417 whole entry, looked up): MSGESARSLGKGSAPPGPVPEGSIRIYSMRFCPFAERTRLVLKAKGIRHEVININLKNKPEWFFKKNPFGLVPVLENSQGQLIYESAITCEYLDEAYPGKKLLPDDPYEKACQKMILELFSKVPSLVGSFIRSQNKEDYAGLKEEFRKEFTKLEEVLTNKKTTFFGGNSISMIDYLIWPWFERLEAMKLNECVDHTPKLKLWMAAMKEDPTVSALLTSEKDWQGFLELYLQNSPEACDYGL
LYPLA1 inh: blocks human lysophospholipase 1, a PME1 counter-screen; O75608; recombinant LYPLA1, FP-Rh probe fluorescence polarization; inhibition, % at 5.9 µM; 320,000 tested, 0.16% active; AID 2174;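 active = inhibition above the mean of all tested compounds plus 3 SD, set per campaign, cut at about 14% in these data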;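 note: inhibitors block serine hydrolase probe labeling of LYPLA1 so polarization falls; 0% = enzyme with DMSO and 100% = wells lacking LYPLA1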
Target sequence (O75608 whole entry, looked up): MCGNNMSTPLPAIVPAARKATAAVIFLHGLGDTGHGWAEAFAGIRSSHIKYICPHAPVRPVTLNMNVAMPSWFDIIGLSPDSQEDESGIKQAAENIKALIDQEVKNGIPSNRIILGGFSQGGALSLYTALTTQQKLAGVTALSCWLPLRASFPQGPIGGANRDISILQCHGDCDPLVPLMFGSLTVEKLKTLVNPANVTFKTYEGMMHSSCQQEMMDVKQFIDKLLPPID
PAFAH1B3 inh: blocks human PAF acetylhydrolase 1B catalytic subunit 3 | 340,000 tested, 0.28% active | Q15102 | AID 492972 | recombinant PAFAH1B3, FP-rhodamine probe, fluorescence polarization | inhibition, % at 3.39 µM;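 active = inhibition above the screen-wide average of all tested compounds plus 3 SD, cut at about 25% in these data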;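 note: 0% = enzyme with DMSO only and 100% = wells lacking PAFAH1B3 protein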
Target sequence (Q15102 whole entry, looked up): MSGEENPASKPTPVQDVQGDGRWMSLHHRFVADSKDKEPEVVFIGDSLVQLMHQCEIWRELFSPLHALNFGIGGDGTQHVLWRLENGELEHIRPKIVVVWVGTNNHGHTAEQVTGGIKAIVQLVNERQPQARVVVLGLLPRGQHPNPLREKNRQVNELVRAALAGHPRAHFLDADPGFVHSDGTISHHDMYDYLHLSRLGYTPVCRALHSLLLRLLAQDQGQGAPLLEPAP
EBNA-1 inhibitor: blocks EBNA-1 binding to DNA; 300,000 tested, 0.34% active; EBNA-1 DNA binding, fluorescence polarization; inhibition, % at 14.8 µM; in the data active = inhibition above about 28%
ZTA DNA inh: counter-screen for EBNA-1 inhibitors: inhibitors of Epstein-Barr virus ZTA. P03206. 320,000 tested, 0.15% active. inhibition, % at 11 µM. ZTA-DNA binding, fluorescence polarization; in the data active = inhibition above about 33%
* marks the source's active call; other numbers are inactive results; nt = not tested or not shown.

no.	mol	PAD4 FP inh	LYPLA2 inh	PREPL inh	PAFAH2 inh	GSTO1 counter	LYPLA1 inh	PAFAH1B3 inh	EBNA-1 inhibitor	ZTA DNA inh
1	COC(=O)C1CN(C(=O)COc2cccc(C)c2C)c2ccccc2O1 (stereo unspecified)	0	-4	2	-6	-7	-2	5	13	5
2	Nc1nc(Nc2ccccc2F)nc(NCCO)c1[N+](=O)[O-]	4	-12	-8	nt	-4	1	nt	-9	-13
3	COc1ccc(-c2nc(CS(=O)CC(=O)NCc3cccnc3)c(C)o2)cc1OC (stereo unspecified)	-7	-4	13	2	-1	0	4	4	-26
4	Cn1c(=O)c2c(-c3ccccc3)n(Cc3ccccn3)cc2n(C)c1=O	0	4	-3	8	1	1	1	5	3
5	O=C(COC(=O)Cn1[nH]c(=O)c2ccccc2c1=O)Nc1ccc2c(c1)OCO2	0	8	2	1	5	5	-3	-4	1
6	O=c1c2ccccc2nc2n1CCCCC2	4	0	13	3	22	-2	-6	-11	-7
7	CC(=O)Nc1ccc(Nc2c3c4c(cccc4n(C)c2=O)C(=O)c2ccccc2-3)cc1	19*	29*	16	14	9	21*	11	-5	1
8	O=C(Cc1ccc(S(=O)(=O)N2CCCC2)s1)N1CCN(c2ccc(F)cc2)CC1	4	2	-19	7	-2	3	3	7	14
9	COc1cccc(-n2nnnc2SCC(=O)Nc2cccc(C)n2)c1	-5	2	12	4	9	1	6	3	12
10	CN(Cc1ccccc1)C(=O)CN1C(=O)c2ccccc2S1(=O)=O	-2	6	5	-2	-6	0	4	-6	12
11	CC1CCCN(C(=O)COC(=O)c2cc([N+](=O)[O-])ccc2N2CCOCC2)C1 (stereo unspecified)	-2	1	-1	3	7	0	11	-3	2
12	CCCC(C)NC(=O)CSc1nc2ccc(C)cc2[nH]1 (stereo unspecified)	1	2	1	4	9	-1	11	-4	1
13	COc1ccc(/C=N/NC(=O)c2ccc(Cn3cc([N+](=O)[O-])cn3)o2)cc1O	-2	-3	9	-9	-6	1	4	4	12
14	O=C(O)c1ccc(CSc2nnc(-c3ccncc3)n2-c2ccc(Cl)cc2)cc1	-3	8	4	-6	8	5	-3	8	3
15	COc1ccc(NS(=O)(=O)c2ccc3c(c2)Cc2ccccc2-3)cn1	3	-7	-81	-3	-12	-5	1	-5	5
16	CCCOc1cccc(C(=O)NC(=S)Nc2ccccc2)c1	1	0	4	-4	-4	-6	-5	-6	7
17	COCCNc1c([N+](=O)[O-])c(=O)n(-c2ccccc2)c2ccccc12	3	-1	0	1	6	0	-4	0	0
18	O=C1NC(c2ccco2)Nc2sc3c(c21)CCN(Cc1ccccc1)C3 (stereo unspecified)	-5	5	40	10	-1	-2	-3	6	10
19	COc1ccc(N(CC(=O)NCc2cccnc2)S(=O)(=O)c2ccc(C)c([N+](=O)[O-])c2)cc1	7	-3	16	0	-3	-3	-1	7	-3
20	O=C(CCc1ccccc1Cl)Nc1cc2c(cc1C(=O)O)OCCCO2	3	-3	20	0	nt	-2	-5	nt	-7
21	Cc1ccc(C)c(NC(NC(=O)c2ccccn2)C(Cl)(Cl)Cl)c1 (stereo unspecified)	-6	10	-2	2	12	-3	-2	-16	-10
22	CC(/C=N/NC(=O)CSc1nc(C)cc(C)n1)=C\c1ccccc1	-3	3	23	0	3	4	-4	2	-24
23	Cc1cc(C)cc(NC(=S)N2C3CCCC2CC(NC(=O)C2CC2)C3)c1 (stereo unspecified)	0	5	-5	6	0	-3	-3	-11	1
24	COc1cc(OC)c(OC)cc1CN1CCN(C(=O)CC(C)C)CC1	-9	3	4	-3	8	-2	4	5	16
25	O=c1c2[nH]c3ccccc3c2nc2n1CCCS2	1	4	8	nt	-16	0	nt	7	9
26	CCCCCCSc1cc(-c2nc3ccc(Cl)cn3c2NCCCC)ccc1OC	0	-1	-4	-1	10	0	7	4	3
27	Cc1nc(NC(=O)Nc2ccc(Cl)cc2)sc1C	2	0	-6	-5	-2	0	13	-11	3
28	COc1cc2c(cc1OC)CN(C(=O)CN1CCN(S(=O)(=O)c3ccccc3Br)CC1)CC2	3	-4	2	7	2	-1	13	-5	5
29	Cc1ccc2[nH]c3c(=O)n(N)c(=O)[nH]c3c2c1	6	-5	3	nt	-1	-1	nt	-7	1
30	CCN(CC)c1ccc(N2C(=O)/C(=C\c3cccnc3)SC2=S)cc1	-4	4	8	-2	9	0	2	-10	-7
31	O=S(=O)(c1cccc(NC(=S)N2CCN(c3ccccc3)CC2)c1)C(F)F	-5	-2	-13	-6	4	-5	9	-12	-21
32	Cc1ccc(S(=O)(=O)Cc2ccc(C(=O)N3CCCCCC3)o2)cc1	-2	-7	-10	0	9	0	6	-4	0
33	O=C(N1CCOCCOc2ccccc2OCCOCC1)C(F)(F)F	5	2	8	-1	3	-1	1	2	12
34	CC(C)(C)c1nnc2cccc(Cl)n12	-1	2	-7	0	4	2	-4	-1	-5
35	C=CCc1cc2c(oc(=O)c3ccccc32)c(C)c1O	0	4	20	8	-6	-2	5	12	6
36	O=C(COC(=O)c1ccccc1C(=O)c1ccccc1)NCCc1ccccc1	-3	-5	-13	13	0	-1	6	-11	-8
37	CCCCOc1ccc(/C=C/C2=CC(C)(C)NC(=S)N2)cc1OCC	2	3	1	-4	0	-1	6	2	5
38	Cc1ccc2nc(-c3ccc(SCC(=O)Nc4nnc(C)s4)nc3)[nH]c2c1	-6	-23	2	-24	-2	-14	-25	19	0
39	CCN(CC(=O)Nc1cc(Cl)ccc1C)C(=O)c1cc(S(=O)(=O)N2CCCCCC2)ccc1OC	-1	5	4	2	-8	2	-4	-4	4
40	COc1ccc(/C=C(\NC(=O)c2ccc(C)cc2)C(=O)NCCCn2ccnc2)cc1	3	-6	7	0	10	0	10	-5	-19
41	CCCCC(CC)C(=O)NCc1ccccc1OC (stereo unspecified)	-4	-3	-15	8	4	1	8	13	10
42	COc1cc(/C=C(/C#N)c2ccccc2)ccc1Oc1ccc([N+](=O)[O-])cn1	0	31*	18	-11	-11	-6	-2	2	-12
43	CCN(CC)CC#CCC1(O)c2ccccc2-c2ccccc21	1	0	3	-4	2	-2	-2	-4	-4
44	CC1(C)Cc2c(sc(NC(=O)c3ccc(S(=O)(=O)N4CCCCCC4)cc3)c2C(N)=O)C(C)(C)N1	4	-9	-2	-7	-2	-6	-1	4	9
45	CCN(CC)c1ccc(N)cc1S(=O)(=O)Nc1ccc(OC)cc1	3	-4	0	2	1	0	7	7	-7
46	O=C(N/N=C/c1ccc(Cl)cc1Cl)c1ccc(-n2cnnn2)cc1	0	-3	2	-2	nt	-3	-6	nt	10
47	Cc1ncsc1C(=O)O	-4	3	1	0	-3	3	1	-12	-10
48	O=C(CSc1cc(Cl)ccc1Cl)NC1CCCc2ccccc21 (stereo unspecified)	-1	-7	3	-4	7	-1	3	-18	-2
49	CCOc1ccc(N(CC(=O)N2CCCC2)S(=O)(=O)c2ccc(F)cc2)cc1	-2	-1	7	2	-1	-2	3	-8	14
50	CC(C)CN(C(=O)COC(=O)C(C)N1C(=O)c2ccccc2C1=O)c1c(N)n(Cc2ccccc2)c(=O)[nH]c1=O (stereo unspecified)	-4	4	5	5	13	2	3	27	-7
51	CC1CCN(C(=O)COC(=O)c2ccccc2C(=O)c2ccccc2)CC1	-6	nt	19	6	nt	nt	3	nt	nt
52	c1ccc2nc(-c3ccncc3)ccc2c1	5	-2	-5	0	-3	1	1	3	-10
53	Cc1nn(-c2cccc(Cl)c2)nc1C(=O)O	-1	10	3	2	-8	5	-3	2	-5
54	CC(OC(=O)C1CC1)C(=O)Nc1cc(C(F)(F)F)ccc1Cl (stereo unspecified)	-2	2	7	5	7	-1	8	-2	10
55	O=c1c(-c2cccc3ccccc23)[n+]([O-])c2ccccc2n1O	0	3	8	11	0	-2	3	5	0
56	CC(NC(=O)CN1C(=O)NC2(CCc3ccccc32)C1=O)c1ccccc1 (stereo unspecified)	-2	2	3	-6	nt	0	7	nt	6
57	COc1ccc(C(c2nnnn2Cc2ccccc2)N2CCN(C(=O)c3ccco3)CC2)cc1 (stereo unspecified)	-3	2	13	10	10	-2	6	-9	-15
58	C[C@H](NC(=O)c1[nH]cnc1C(=O)Nc1nccs1)c1ccccc1	-2	-3	4	-4	nt	-4	-19	nt	20
59	O=C(NCCN1CCCCC1)c1ccc(F)cc1Cl	-6	1	7	-1	2	-5	9	-9	-13
60	COc1ccc(C2(C(=O)N3CCCC3)CCOCC2)cc1OC	4	-1	-1	-1	-1	-2	6	7	11
61	c1ccc(-c2nnc(CN3CCN(c4ccccc4)CC3)o2)cc1	-2	0	16	6	0	2	3	5	4
62	O=C(Nc1cc([N+](=O)[O-])ccc1C(=O)Nc1cccnc1)c1ccccc1	-6	-4	7	-2	2	-4	1	6	10
63	COc1cc(CN2CCC(C(=O)N3CCC(C)CC3)CC2)cc(Br)c1O	1	8	10	3	1	1	10	-2	-2

For reference, 15 of the compounds above:
no.	mol	PAD4 FP inh	LYPLA2 inh	PREPL inh	PAFAH2 inh	GSTO1 counter	LYPLA1 inh	PAFAH1B3 inh	EBNA-1 inhibitor	ZTA DNA inh
49	CCOc1ccc(N(CC(=O)N2CCCC2)S(=O)(=O)c2ccc(F)cc2)cc1	-2	-1	7	2	-1	-2	3	-8	14
50	CC(C)CN(C(=O)COC(=O)C(C)N1C(=O)c2ccccc2C1=O)c1c(N)n(Cc2ccccc2)c(=O)[nH]c1=O (stereo unspecified)	-4	4	5	5	13	2	3	27	-7
51	CC1CCN(C(=O)COC(=O)c2ccccc2C(=O)c2ccccc2)CC1	-6	nt	19	6	nt	nt	3	nt	nt
52	c1ccc2nc(-c3ccncc3)ccc2c1	5	-2	-5	0	-3	1	1	3	-10
53	Cc1nn(-c2cccc(Cl)c2)nc1C(=O)O	-1	10	3	2	-8	5	-3	2	-5
54	CC(OC(=O)C1CC1)C(=O)Nc1cc(C(F)(F)F)ccc1Cl (stereo unspecified)	-2	2	7	5	7	-1	8	-2	10
55	O=c1c(-c2cccc3ccccc23)[n+]([O-])c2ccccc2n1O	0	3	8	11	0	-2	3	5	0
56	CC(NC(=O)CN1C(=O)NC2(CCc3ccccc32)C1=O)c1ccccc1 (stereo unspecified)	-2	2	3	-6	nt	0	7	nt	6
57	COc1ccc(C(c2nnnn2Cc2ccccc2)N2CCN(C(=O)c3ccco3)CC2)cc1 (stereo unspecified)	-3	2	13	10	10	-2	6	-9	-15
58	C[C@H](NC(=O)c1[nH]cnc1C(=O)Nc1nccs1)c1ccccc1	-2	-3	4	-4	nt	-4	-19	nt	20
59	O=C(NCCN1CCCCC1)c1ccc(F)cc1Cl	-6	1	7	-1	2	-5	9	-9	-13
60	COc1ccc(C2(C(=O)N3CCCC3)CCOCC2)cc1OC	4	-1	-1	-1	-1	-2	6	7	11
61	c1ccc(-c2nnc(CN3CCN(c4ccccc4)CC3)o2)cc1	-2	0	16	6	0	2	3	5	4
62	O=C(Nc1cc([N+](=O)[O-])ccc1C(=O)Nc1cccnc1)c1ccccc1	-6	-4	7	-2	2	-4	1	6	10
63	COc1cc(CN2CCC(C(=O)N3CCC(C)CC3)CC2)cc(Br)c1O	1	8	10	3	1	1	10	-2	-2

The list is partial. The share of hits here may be higher or lower than overall.
